# Source: PubChem BioAssay
# GAA glycogen: GAA glycogen-cleavage inhibition or activation; P10253; recombinant GAA, glycogen substrate, Amplex Red glucose oxidase fluorescence; Potency, µM (highest dose often 76.4 µM), without a hit: at the top dose activity change, negative = inhibition, actives largely listed as inhibitors; 300,000 compounds, 0.38% hits; AID 2100; active means well fitted inhibition curve with a large enough effect; inconclusive means small, poorly fitted or top-dose-only effect, or another doubt; inactive means no such curve, though single readings can be large or run the other way;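 further: 0% = full enzyme reaction and -100% = no-enzyme basal signal; the screen sought inhibitors and activators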
#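 qHTS, 1536-well; enzyme 4 nM final; cpd up to 77 uM; substrate bovine liver glycogen 30 ug; 50 mM citrate/phosphate pH 5.0, 0.01% Tween-20; 37 C, 40 min; Amplex Red detection 45 min RT; Hill fit → AC50.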
# The depositor's hits bear a star; ? = inconclusive; [ ] = another dose, or the depositor's remark. Potency means the concentration at half of the fitted maximal effect. Only part of the results is shown; rates above refer to the full screens.
SMILES	GAA glycogen
CC/C(=N\Nc1ccc([N+](=O)[O-])cc1[N+](=O)[O-])c1ccc(O)cc1	4%
O=C(NCCN1CCN(c2ccccc2)CC1)c1ccccc1F	5%
Cc1ccccc1OCC(O)CNC1CCC(NCC(O)COc2ccccc2C)CC1 (centres undefined)	-4%
Cc1c(C)c2ccc(OC(C)C(=O)N3CC[C@@]4(O)CCCC[C@H]4C3)cc2oc1=O (some centres undefined)	-7%[76.3 µM]
COc1cc(C(C)=O)ccc1OCC(O)Cn1nc(C)c(Br)c1C (centres undefined)	-4%[76.3 µM]
O=C(NCc1ccccn1)C(=O)NCC1OCCN1S(=O)(=O)c1ccc([N+](=O)[O-])cc1 (centres undefined)	-5%[76.3 µM]
COc1ccc(NC(=O)c2ccccc2NC(=O)c2ccccc2C(=O)O)c(OC)c1	-2%
Cc1cc(O)cc2c1C(=O)/C(=C/c1ccco1)O2	0%
O=C(NCc1ccccc1Cl)c1ccc2c(=O)n(CC3CCCO3)c(=S)[nH]c2c1 (centres undefined)	2%
Cc1ccccc1C(=O)Nc1nnc(S(=O)(=O)N(C)Cc2ccco2)s1	-1%[76.3 µM]
O=C(O)Cn1nnc(-c2ccc(OCc3ccccc3Cl)cc2)n1	2%
COc1ccc(C)cc1NC(=O)C1CCCN(S(=O)(=O)c2ccc(-n3cnnn3)cc2)C1 (centres undefined)	1%
O=C(Nc1ccnn1C1CCN(Cc2ccccc2)CC1)C1CCCC1	2%[76.3 µM]
COCCCN1C(=O)c2ccc(C(=O)Nc3ccc(C)cc3C)cc2C1=O	6%
O=C(NC(=S)NC(CO)c1ccccc1)c1ccc(F)cc1 (centres undefined)	-1%
COCCCNC(=O)COc1cc2c(c3oc(=O)c(C)c(C)c13)CCC(C)(C)O2	4%
Cc1ccc(NC(=O)C2=CC(c3ccc(C)cc3)=NS(=O)(=O)N2C)cc1	0%[76.3 µM]
CC(C)(C)SCCNC(=O)CN1C(=O)c2cccc3cccc1c23	0%[76.3 µM]
Cc1cc(NS(=O)(=O)c2ccc(NC(=O)/C=C/c3c(F)cccc3Cl)cc2)nc(C)n1	-13%[76.3 µM]
Cc1c(NC(=O)c2ccc3nsnc3c2)cccc1[N+](=O)[O-]	-5%[76.3 µM]
Cc1ccc(S(=O)(=O)NC2=NCN(C)CN2)cc1[N+](=O)[O-]	-4%[76.3 µM]
Cc1ccc(S(=O)(=O)N(CC(=O)NCC2CCCO2)C2CCCCC2)cc1 (centres undefined)	-8%
CC(OC(=O)CCCN=C1NS(=O)(=O)c2ccccc21)C(=O)NC1CCCCC1C (centres undefined)	3%[76.3 µM]
CCN(CC(=O)Nc1c(F)cccc1F)C(=O)c1ccc(C(F)(F)F)cc1	-1%
COc1ccc(N2CCN(C(C)C(=O)N3CCc4ccccc43)CC2)cc1 (centres undefined)	2%
O=C(NC(=S)NCc1ccccc1)c1ccc(Br)o1	5%[76.3 µM]
COc1ccc(NC(=O)c2cc(-c3ccccc3)on2)cc1	19%[76.3 µM]
COc1ccc2c(c1OC)C(=O)N(c1cccc(NC(C)=O)c1)C2	-4%
COc1ccc(-c2cc(C(=O)Nc3cc(Cl)ccc3O)no2)cc1	-2%
NC(=O)c1ccc(NCC2CCCO2)c([N+](=O)[O-])c1 (centres undefined)	5%
Cc1cc(C)cc(N(CC(=O)NC2CCCCC2)C(=O)CNC(=O)c2ccco2)c1	-1%
COc1ccc(C(CC(=O)O)NS(=O)(=O)c2ccc3c(c2)N(C(C)=O)CC(C)O3)cc1 (centres undefined)	0%[76.3 µM]
CC1CCN(Cc2c(C(=O)N/N=C/c3cccc(C(F)(F)F)c3)nnn2-c2nonc2N)CC1	-15%
CCOc1ccccc1NC(=O)c1cnc(NS(=O)(=O)c2ccccc2)nc1	6%
O=C(CN1CCN(c2ccc(F)cc2)CC1)c1ccc(O)cc1O	?
CSCC[C@H](NC(=O)OC(C)(C)C)C(=O)N1CCC(C(=O)N[C@@H](Cc2c[nH]c3ccccc23)C(=O)O)CC1	-9%
Cc1cc(C)c(S(=O)(=O)N2CCOCC2)c(C)c1N(C)S(=O)(=O)c1ccccc1	-1%[76.3 µM]
CC(NC(=O)c1cccnc1Sc1ccccc1)c1ccc(S(N)(=O)=O)cc1 (centres undefined)	2%[76.3 µM]
COc1ccc2c(c1)c(=O)oc1cc(OCC(=O)NCC3CCC(C(=O)O)CC3)ccc12 (centres undefined)	-6%[76.3 µM]
COc1ccc(/C=C2/C(=O)ON=C2C)cc1Cl	-7%
O=C(/C=C/c1ccco1)NC(=S)Nc1ccc(C(=O)O)cc1	0%
CC(C)N1CC(C(=O)Nc2ccc(F)c(Cl)c2)CC1=O (centres undefined)	12%[76.3 µM]
COC(=O)C(C)Oc1ccc(-c2nccc(-c3ccc(F)cc3)n2)cc1 (centres undefined)	2%
COc1ccc(C(=O)Nc2ccc(N3CCN(C)CC3)cc2)cc1OC	14%[76.3 µM]
O=C(NCC1CCCO1)c1cc(-c2ccccc2)nc2ccc(Br)cc12 (centres undefined)	-7%[76.3 µM]
COc1ccc(CNC(=O)CCS(=O)(=O)c2ccc3c(c2)NC(=O)CS3)cc1	-4%[76.3 µM]
COc1ccc(/C=C2\SC(=S)N(NS(=O)(=O)c3ccccc3)C2=O)c(OC)c1	2%
Cc1nc(NC(=O)c2ccc(Br)o2)ccc1Br	-4%[76.3 µM]
COc1ccc(Nc2ncnc3c2c(C)c(C)n3CCCN(C)C)cc1	-6%
CC(=O)C1=C(O)C(=O)N(Cc2ccccc2)C1c1ccc(Br)cc1 (centres undefined)	-2%

# Next part.
SMILES	GAA glycogen
CCCn1c(=O)c2sccc2n2c(CCCC(=O)NCc3ccco3)nnc12	-3%[76.3 µM]
COc1ccc(CCNC(=O)C2CCCN2C(=O)Nc2cccc(OC)c2)cc1 (centres undefined)	10%[76.3 µM]
C=CCc1cc(C)ccc1OCCOCCN1CCN(C)CC1	1%[76.3 µM]
Cc1cc(C)n(CC(=O)NC2CCCc3c2cnn3-c2ccccc2F)n1 (centres undefined)	-8%[76.3 µM]
Cc1c(Cl)c(C(=O)N2CCCCCC2)nn1C	1%[76.3 µM]
COC(=O)c1ccccc1S(=O)(=O)Oc1ccc(-c2ccc(C(=O)O)cc2)cc1	-7%
N#Cc1nc(-c2ccccc2)oc1N1CCN(C(=O)c2ccco2)CC1	-4%[76.3 µM]
O=C(CCc1ccccc1)NNC(=O)Nc1cccc(Cl)c1	-10%[76.3 µM]
O=C(CSc1nnc2c(n1)[nH]c1ccc(F)cc12)Nc1ccccc1F	12%
CCn1c(SCC(=O)NC2CC2)nnc1-c1ccccc1OC	-1%[76.3 µM]
CC(=O)Nc1nnc(/C=C/c2cccc([N+](=O)[O-])c2)s1	-5%[76.3 µM]
O=C(O)Cn1c(=O)c2cccn2c2ccccc21	1%
O=C1Cc2cc(S(=O)(=O)N3CCCCC3)ccc2N1	?
CC(Sc1nc(N)cc(=O)[nH]1)C(=O)Nc1nc2c(s1)CCCC2 (centres undefined)	2%
OCCN1CCOCCOc2ccccc2OCCOCC1	-11%[76.3 µM]
CN(C)CCCN(C(=O)C1COc2ccccc2O1)c1nc2cc3c(cc2s1)OCO3 (centres undefined)	-11%[76.3 µM]
Cc1ccc(Cn2c(=O)c3c(ncn3C)n(C)c2=O)cc1	2%[76.3 µM]
Cc1oc2c(Cl)c(Cl)c(O)c(CN(C)C)c2c1C(=O)c1ccc(Cl)cc1	-8%[76.3 µM]
O=C(c1ccccc1[N+](=O)[O-])N1CCCC(C(=O)N2CCCCCC2)C1 (centres undefined)	4%[76.3 µM]
CCn1c(CNC(=O)c2ccco2)nnc1SCC(=O)Nc1cc(F)ccc1C	2%
CCN1CCN(c2cc(C)c3cc(NC(=S)NCCCOC)ccc3n2)CC1	-7%
CCCCNC(=O)CNC(=O)c1nn(-c2ccc(OC)cc2)c(=O)c2ccccc12	-2%
Cc1ccc(OCc2cc(C(=O)N3CCN(c4ccccc4)CC3)no2)cc1C	-3%[76.3 µM]
O=C(Nc1ccccc1C(=O)N1CCCCC1)c1ccc(Cl)cc1Cl	-1%
O=C(Nc1nc2cc3c(cc2s1)OCCO3)c1ccc([N+](=O)[O-])o1	-3%[76.3 µM]

# Another view of some results above:
> CN(C)CCCN(C(=O)C1COc2ccccc2O1)c1nc2cc3c(cc2s1)OCO3 (centres undefined)
- GAA glycogen: -11%[76.3 µM]

> Cc1c(Cl)c(C(=O)N2CCCCCC2)nn1C
- GAA glycogen: 1%[76.3 µM]

> CC(=O)Nc1nnc(/C=C/c2cccc([N+](=O)[O-])c2)s1
- GAA glycogen: -5%[76.3 µM]

> O=C(c1ccccc1[N+](=O)[O-])N1CCCC(C(=O)N2CCCCCC2)C1 (centres undefined)
- GAA glycogen: 4%[76.3 µM]

# The listing picks up, repeating the 5 entries before the break.
SMILES	GAA glycogen
CCN1CCN(c2cc(C)c3cc(NC(=S)NCCCOC)ccc3n2)CC1	-7%
CCCCNC(=O)CNC(=O)c1nn(-c2ccc(OC)cc2)c(=O)c2ccccc12	-2%
Cc1ccc(OCc2cc(C(=O)N3CCN(c4ccccc4)CC3)no2)cc1C	-3%[76.3 µM]
O=C(Nc1ccccc1C(=O)N1CCCCC1)c1ccc(Cl)cc1Cl	-1%
O=C(Nc1nc2cc3c(cc2s1)OCCO3)c1ccc([N+](=O)[O-])o1	-3%[76.3 µM]
Cc1ccc2c(c1)N(CCCC(=O)NCCCN1CCCCC1)C(=O)CO2	-7%[76.3 µM]
NC(=O)c1ccc[n+](CC(=O)c2cccc([N+](=O)[O-])c2)c1	-2%
CC(C)NC(=O)c1ccc2c(c1)N(CC(=O)N1CCCCC1)C(=O)C(C)(C)O2	1%[76.3 µM]
COc1ccc(CCNC(=O)C(=O)NCC2OCCN2S(=O)(=O)c2cc(F)ccc2F)cc1OC (centres undefined)	0%[76.3 µM]
CCCOc1ccc(C(=O)NCCN2CCOCC2)cc1	2%[76.3 µM]
CC(NS(=O)(=O)c1ccc(Br)s1)c1ccccc1 (centres undefined)	8%
COc1ccc(OCC(=O)NCCNC(=O)c2cccnc2)cc1	0%
O=C(CCCCCn1nnc2ccccc2c1=O)Nc1ccccc1F	6%
O=[N+]([O-])c1ccc(Oc2ccc(OCc3ccccc3)cc2)nc1	0%
COc1ccc(OCC(=O)NCCCCCCNC(=O)COc2ccc(OC)cc2)cc1	-3%[76.3 µM]
Cc1ccc(S(=O)(=O)N(CC(=O)NCc2ccncc2)Cc2ccc(F)cc2)cc1	-17%
O=C(CCC(=O)N1CCSc2ccccc21)NC1CCCCC1	16%[76.3 µM]
O=[N+]([O-])c1ccc(CSc2nnc(-c3cccnc3)o2)cc1	-17%[76.3 µM]
Cn1c(=O)[nH]c(=O)c2c1nc(NC1CCCC1)n2Cc1ccccc1	-12%[76.3 µM]
CCN(CC)C1CCN(Cc2c(C(=O)N3CCCCCCC3)nc3ccc(Cl)cn23)C1 (centres undefined)	-6%[76.3 µM]
COc1cc(/C=C2\C(=N)N3N=CSC3=NC2=O)ccc1OS(=O)(=O)c1ccccc1	4%[76.3 µM]
O=S(=O)(c1ccccc1)N(CC(O)CN1CCOCC1)c1ccccc1 (centres undefined)	0%
Nc1ccc2c(c1)C(=O)N(c1cccc3ccccc13)C2=O	12%[76.3 µM]
Cc1ccc(Cl)cc1NC(=S)N1CCCCCC1	-7%[76.3 µM]
O=C(O)c1ccccc1C(=O)Nc1c(-c2ccccc2)nc2ccccn12	-5%[76.3 µM]
CCCCn1c(C)cc2c(c1=O)C1O[C@](c3ccc(OC)cc3)(Cc3cc(OC)c(OC)cc31)O2	12%[15.3 µM]
COc1ccc(NC(=O)Nc2c[nH]c(=O)[nH]c2=O)cc1OC	-2%
O=C(Nc1ccc(S(=O)(=O)N2CCCC2)cc1)c1ccc([N+](=O)[O-])cc1	5%[76.3 µM]
O=C(CNS(=O)(=O)c1ccccc1)N1CCc2ccccc2C1	17%[76.3 µM]
Cc1ccc(Cl)cc1Nc1nc(-c2cccnc2)cs1	-5%[76.3 µM]
Cn1cc(S(=O)(=O)Nc2ccc(Oc3ccccc3)cc2)c(=O)n(C)c1=O	-5%[76.3 µM]
O=C(NC1CC1)c1ccc(NS(=O)(=O)c2ccccc2)cc1	-6%[76.3 µM]
Cc1ccccc1NC(=O)C1CCCN(c2nnc(N3CCCC3=O)s2)C1 (centres undefined)	-7%[76.3 µM]
COC(=O)C1=CN(c2ccc(F)cc2)C=C(C(=O)OC)C1c1cccc([N+](=O)[O-])c1	-8%
COc1cc(Cl)c(S(=O)(=O)NCCCn2ccnc2)cc1Cl	17%[76.3 µM]
Cc1cccc(NC(=O)c2cc(-c3ccc(C)c(C)c3O)n[nH]2)c1	6%
CCOC(=O)c1cccc(NC(=O)CN2C(=O)C3CC=CCC3C2=O)c1 (centres undefined)	1%[76.3 µM]
COC(=O)c1ccc(N2CCN(C)CC2)c(NC(=O)COc2ccccc2Cl)c1	4%
COc1ccc(NC(=O)C2CCCN(C(=O)Nc3cccc(OC)c3)C2)cc1 (centres undefined)	11%
CC(=O)N/C(=C\c1ccccc1)C(=O)OCc1ccc(F)cc1	3%[76.3 µM]
O=C(COc1ccc(S(=O)(=O)N2CCOCC2)cc1Cl)NCCN1CCOCC1	-5%[76.3 µM]
